C1s block: human complement C1s inhibition; purified C1s, fluorogenic AMC substrate, pooled mixtures; P09871; hit rate 0.16% among 62,000; mean inhibition % of two 10-compound mixtures (stronger effect = higher value), % at 5 µM (by protocol);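 active = inhibition above 20% in each of the two 10-compound mixture wells holding the compound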;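 note: 0% = enzyme wells lacking compound mixture and 100% = no-enzyme blank wells; some compounds called inactive have numbers as strong as hits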
Target sequence (P09871 16-437 limits assumed): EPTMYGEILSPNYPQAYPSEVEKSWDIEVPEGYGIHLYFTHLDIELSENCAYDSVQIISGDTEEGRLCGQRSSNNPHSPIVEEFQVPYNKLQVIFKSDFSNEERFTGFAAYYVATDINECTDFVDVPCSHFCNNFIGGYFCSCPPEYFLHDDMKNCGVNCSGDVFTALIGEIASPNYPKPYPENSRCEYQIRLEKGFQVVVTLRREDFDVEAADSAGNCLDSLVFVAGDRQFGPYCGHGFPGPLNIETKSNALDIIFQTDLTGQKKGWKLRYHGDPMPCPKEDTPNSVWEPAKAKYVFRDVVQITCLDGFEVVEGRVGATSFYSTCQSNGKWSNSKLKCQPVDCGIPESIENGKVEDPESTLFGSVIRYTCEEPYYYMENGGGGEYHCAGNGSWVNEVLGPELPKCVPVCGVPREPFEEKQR
Target sequence (P09871 438-688 limits assumed): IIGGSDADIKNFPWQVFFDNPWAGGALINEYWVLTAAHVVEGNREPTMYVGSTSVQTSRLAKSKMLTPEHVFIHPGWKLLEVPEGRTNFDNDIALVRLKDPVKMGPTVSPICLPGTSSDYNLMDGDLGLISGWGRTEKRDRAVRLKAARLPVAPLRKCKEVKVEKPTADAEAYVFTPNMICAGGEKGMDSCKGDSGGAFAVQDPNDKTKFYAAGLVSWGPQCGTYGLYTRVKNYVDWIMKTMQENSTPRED
Cathepsin G inh: blocks human cathepsin G enzyme activity; P08311; purified enzyme, AMC-tetrapeptide fluorescence, pooled mixtures; inhibition, % at 5 µM (by protocol); hit rate 0.2% among 62,000; AID 581;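 active = inhibition above 20% in each of the two mixture wells holding the compound; inactive = inhibition of 20% or less in either well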;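 note: 0% = enzyme control without mixture and 100% = blank lacking enzyme; strong numbers were not always called active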
Ec RNAP inh: Escherichia coli RNA polymerase inhibition; AID 559; inhibition, %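 (tested at 10 µM)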; hit rate 0.2% among 62,000; P0A8V2; E. coli RNA polymerase, fluorescence transcription assay; in the data active = inhibition above about 20%;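 note: 0% = enzyme without compound and 100% = no enzyme blank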
CatL block: inhibitors of human cathepsin L; inhibition, %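 (tested at 10 µM)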; hit rate 0.17% among 58,000; P07711; AID 460; purified cathepsin L, fluorogenic substrate, fluorescence; in the data active = inhibition above about 45%;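 note: 0% = enzyme with no compound and 100% = no enzyme blank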
FXIa inh mix: blocks human factor XIa in pooled compound mixtures. inhibition, % at 5 µM. purified FXIa, fluorogenic substrate. hit rate 0.19% among 62,000; in the data active = inhibition above about 20%, passing the limit was not always enough;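 note: each value is inhibition by a whole ten-compound pool holding the compound; 0% = enzyme with no mixture and 100% = wells lacking enzyme; strong numbers were not always called active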
CatB block: blocks human cathepsin B protease activity; purified cathepsin B, fluorogenic substrate, fluorescence; inhibition, %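 (tested at 10 µM)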; AID 453; hit rate 0.1% among 63,000; in the data active = inhibition above about 21%;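 note: 0% = enzyme with no compound and 100% = no enzyme blank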
CatB mixtures: human cathepsin B inhibition by mixtures; P07858; Purified cathepsin B, AMC dipeptide fluorescence, compound mixtures; inhibition, %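 (ten-compound pools at 5 µM per compound and 50 µM total)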; hit rate 0.06% among 62,000; in the data active = inhibition above about 22%, passing the limit was not always enough;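 note: 0% = enzyme without compound and 100% = no enzyme blank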
AP complement: alternative pathway complement inhibition, orthogonal assay; Human serum alternative complement pathway, LPS-coated ELISA, C3 deposition; tested in compound mixtures; inhibition, % at 5 µM; hit rate 0.08% among 62,000; AID 1235;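 active = inhibition above 30% in each of the two pooled mixtures holding the compound, so the lower value exceeds 30%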;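 note: 0% = serum in Mg-EGTA without compound and 100% = EDTA serum blank; some compounds past the cut are filed as inactive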
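Assay system: human serum alternative complement pathway, C3 deposition on LPS-coated wells; Dosing: 5 µM per compound in ten-compound mixtures; Detection: Anti-C3 ELISA, OD 450 nm; Buffer or medium: Mg2+-EGTA GVB++ buffer containing human serum at 1:15 dilution; Timing: 1 h at 37 °C; Replication: two different pools per compound.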
CatS inh: blocks human cathepsin S protease activity; recombinant cathepsin S, AMC dipeptide fluorescence, pooled mixtures; inhibition, %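 (tested at 5 µM per compound within 10-compound mixtures)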; hit rate 0.06% among 62,000; in the data active = inhibition above about 32%, passing the limit was not always enough;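 note: 0% = enzyme without compound and 100% = blank without enzyme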
Target sequence (P25774 115-331 limits assumed): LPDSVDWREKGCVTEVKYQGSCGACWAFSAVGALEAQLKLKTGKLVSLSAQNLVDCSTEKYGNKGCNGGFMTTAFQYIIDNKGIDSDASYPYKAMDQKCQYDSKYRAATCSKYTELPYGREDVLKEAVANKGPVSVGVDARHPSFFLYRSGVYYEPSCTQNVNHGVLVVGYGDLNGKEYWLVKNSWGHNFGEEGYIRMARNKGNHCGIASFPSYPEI
An asterisk follows results filed as active. These rows are one share of the data; the hit share may differ from the screen's.

Results for N#Cc1ccc(CSc2nnc(-c3ccncc3)n2CCc2ccccc2)cc1 ?
C1s block: -6; Cathepsin G inh: -4; Ec RNAP inh: 3; CatL block: 3; FXIa inh mix: 2; CatB block: -4; CatB mixtures: -4; AP complement: -9; CatS inh: 10

How did CCOC(=O)N1CCN(C(=O)c2ccccc2CCc2ccccc2)CC1 do in these assays?
C1s block: -23; Cathepsin G inh: 6; Ec RNAP inh: 4; CatL block: 14; FXIa inh mix: 0; CatB block: 5; CatB mixtures: 50; AP complement: 15; CatS inh: 55

Results for CCOC1=NC(C(=O)O)c2ccccc2/C(=C(/C)Cl)N1 (centres undefined) ?
C1s block: 11; Cathepsin G inh: 10; Ec RNAP inh: 9; CatL block: 12; FXIa inh mix: 11; CatB block: 7; CatB mixtures: 1; AP complement: 8; CatS inh: 0

What do the screens show for `COc1ccc(Cl)cc1N=Cc1c(O)cc(C)oc1=O`?
C1s block: -223; Cathepsin G inh: -19; Ec RNAP inh: 8; CatL block: -5; FXIa inh mix: -32; CatB block: 0; CatB mixtures: -12; AP complement: 23; CatS inh: -30

What do the screens show for `C=CCn1c(C)c(C(C)=O)c(SC)nc1=S`?
C1s block: -21; Cathepsin G inh: 1; Ec RNAP inh: 11; CatL block: 8; FXIa inh mix: 4; CatB block: 3; CatB mixtures: 4; AP complement: -15; CatS inh: 14

What do the screens show for `COc1cccc(C(=O)N(CN2CCCC2=O)c2cccc(Cl)c2)c1OC`?
C1s block: 12; Cathepsin G inh: 7; Ec RNAP inh: 6; CatL block: 4; FXIa inh mix: 8; CatB block: 3; CatB mixtures: 1; AP complement: 10; CatS inh: -13

Results for O=C(CS(=O)(=O)Cc1ccccc1)Nc1ncccn1 ?
C1s block: 6; Cathepsin G inh: 8; Ec RNAP inh: 4; CatL block: -10; FXIa inh mix: 2; CatB block: 1; CatB mixtures: -7; AP complement: 15; CatS inh: -3

How did C=CCN1CC2CC3(COc4cc(C)cc(C)c4)C=CC2(O3)C1=O (centres undefined) do in these assays?
C1s block: -16; Cathepsin G inh: -1; Ec RNAP inh: 9; CatL block: -2; FXIa inh mix: 16; CatB block: -2; CatB mixtures: 7; AP complement: 4; CatS inh: 4

What do the screens show for `O=C(NCc1cccs1)C1CCN(S(=O)(=O)c2ccc(Br)s2)CC1`?
C1s block: -103; Cathepsin G inh: -11; Ec RNAP inh: 2; CatL block: -2; FXIa inh mix: 7; CatB block: 6; CatB mixtures: -4; AP complement: 12; CatS inh: -12

How did CCN1CCN(C(=O)CS(=O)(=O)Cc2nc(-c3ccc(C)cc3)oc2C)CC1 do in these assays?
C1s block: 2; Cathepsin G inh: 3; Ec RNAP inh: 8; CatL block: 18; FXIa inh mix: 10; CatB block: 1; CatB mixtures: 7; AP complement: 19; CatS inh: 4

Next section, overlapping the part above by two compounds.
What do the screens show for `O=C(NCc1cccs1)C1CCN(S(=O)(=O)c2ccc(Br)s2)CC1`?
C1s block: -103; Cathepsin G inh: -11; Ec RNAP inh: 2; CatL block: -2; FXIa inh mix: 7; CatB block: 6; CatB mixtures: -4; AP complement: 12; CatS inh: -12

How did CCN1CCN(C(=O)CS(=O)(=O)Cc2nc(-c3ccc(C)cc3)oc2C)CC1 do in these assays?
C1s block: 2; Cathepsin G inh: 3; Ec RNAP inh: 8; CatL block: 18; FXIa inh mix: 10; CatB block: 1; CatB mixtures: 7; AP complement: 19; CatS inh: 4

What do the screens show for `CCCc1cc(C(=O)Nc2cccc(C(C)=O)c2)no1`?
C1s block: 2; Cathepsin G inh: 6; Ec RNAP inh: 4; FXIa inh mix: 0; CatB block: 3; CatB mixtures: 16; AP complement: 9; CatS inh: 5

What do the screens show for `COC(=O)C1(C(F)(F)F)N=C(N(C)C)OC(N(C)C)=N1`?
C1s block: 3; Cathepsin G inh: 7; Ec RNAP inh: 4; CatL block: 11; FXIa inh mix: -3; CatB block: 6; CatB mixtures: 3; AP complement: 12; CatS inh: -1

Results for C=CCn1c(SCc2cc(C(=O)OC)c(C)o2)nnc1-c1ccncc1 ?
C1s block: -33; Cathepsin G inh: -10; Ec RNAP inh: -1; CatL block: 4; FXIa inh mix: 3; CatB block: -1; CatB mixtures: -5; AP complement: -5; CatS inh: -4

How did O=C(Cn1nnc2ccccc2c1=O)Nc1cc(C(F)(F)F)ccc1N1CCOCC1 do in these assays?
C1s block: -8; Cathepsin G inh: 7; Ec RNAP inh: 5; CatL block: 9; FXIa inh mix: 5; CatB block: 4; CatB mixtures: -6; AP complement: -7; CatS inh: -6

Results for Cc1cc(NCc2ccccc2Cl)n2nnnc2n1 ?
C1s block: 13; Cathepsin G inh: 9; Ec RNAP inh: 7; CatL block: 18; FXIa inh mix: 1; CatB block: 4; CatB mixtures: -1; AP complement: 10; CatS inh: 8

How did O=C(O)CCC(=O)NCC1OCCc2ccccc21 (centres undefined) do in these assays?
C1s block: -13; Cathepsin G inh: -14; Ec RNAP inh: -7; CatL block: 0; FXIa inh mix: 1; CatB block: -3; CatB mixtures: -1; AP complement: -4; CatS inh: -8

What do the screens show for `Cn1c(SCC(=O)NCc2ccco2)nc2ccccc2c1=O`?
C1s block: -49; Cathepsin G inh: -5; Ec RNAP inh: 2; CatL block: 7; FXIa inh mix: 1; CatB block: 8; CatB mixtures: 30; AP complement: 2; CatS inh: 12

Results for Cc1ccc(S(=O)(=O)NCC(=O)N2CCOCC2)cc1 ?
C1s block: -2; Cathepsin G inh: 7; Ec RNAP inh: 4; CatL block: 11; FXIa inh mix: 1; CatB block: 3; CatB mixtures: 1; AP complement: 2; CatS inh: 9

What do the screens show for `c1ccc(N2CCN(c3ccccc3)C2c2cccs2)cc1`?
C1s block: -6; Cathepsin G inh: 0; Ec RNAP inh: 3; CatL block: 7; FXIa inh mix: 5; CatB block: 1; CatB mixtures: 1; AP complement: 5; CatS inh: 16

What do the screens show for `CC(C)CC(=O)Nc1ccccc1N1CCN(C(=O)c2ccccc2)CC1`?
C1s block: 13; Cathepsin G inh: 13; Ec RNAP inh: 8; CatL block: 6; FXIa inh mix: 4; CatB block: 7; CatB mixtures: 2; AP complement: 14; CatS inh: -1

How did CCn1cc(C(=O)NCCCN2CC(C)CC(C)C2)c2cc(OC)c(OC)cc2c1=O (centres undefined) do in these assays?
C1s block: -102; Cathepsin G inh: -8; Ec RNAP inh: -3; CatL block: -7; FXIa inh mix: -28; CatB block: 1; CatB mixtures: -8; AP complement: 19; CatS inh: -19

What do the screens show for `CNS(=O)(=O)c1cccc(C(=O)OCC(=O)Nc2ccccc2OC(F)F)c1`?
C1s block: -37; Cathepsin G inh: -6; Ec RNAP inh: 4; CatL block: 4; FXIa inh mix: 1; CatB block: 1; CatB mixtures: 1; AP complement: 14; CatS inh: 4

Results for COc1ccc(OCc2nn3c(-c4ccco4)nnc3s2)cc1 ?
C1s block: 11; Cathepsin G inh: 7; Ec RNAP inh: 6; CatL block: 10; FXIa inh mix: 5; CatB block: 3; CatB mixtures: 1; AP complement: -9; CatS inh: -7

Results for Cc1cc(Oc2ccc(-c3ccccc3)cc2)nc(N2CCOCC2)n1 ?
C1s block: 6; Cathepsin G inh: 9; CatL block: 12; FXIa inh mix: -1; CatB block: 1; CatB mixtures: 10; AP complement: -1; CatS inh: 5

Results for CC(=O)Nc1cccc(NC(=O)CSc2nnnn2C)c1 ?
C1s block: 13; Cathepsin G inh: 7; Ec RNAP inh: 3; CatL block: -4; FXIa inh mix: 8; CatB block: -1; CatB mixtures: 5; AP complement: 15; CatS inh: -2

Results for CCC1(C)Cc2ccccc2-c2nc3n(c(=O)c21)CC(C(=O)O)S3 (centres undefined) ?
C1s block: -19; Cathepsin G inh: 9; CatL block: 5; FXIa inh mix: -1; CatB block: 4; CatB mixtures: 4; AP complement: 5; CatS inh: 0

How did CC(C)OCCCNC(=O)c1cc2c(=O)n(C)c3ccccc3c2n1C do in these assays?
C1s block: -5; Cathepsin G inh: -4; Ec RNAP inh: -11; CatL block: -5; FXIa inh mix: 7; CatB block: -4; CatB mixtures: 0; AP complement: 22; CatS inh: 0

Results for C=CCN(C1CCCCC1)S(=O)(=O)c1ccc2c(c1)oc(=O)n2C ?
C1s block: -2; Cathepsin G inh: 7; Ec RNAP inh: 8; FXIa inh mix: 0; CatB block: 5; CatB mixtures: 2; AP complement: 18; CatS inh: -3

How did Cc1[nH]nc2c1C(c1ccccc1F)CC(=O)N2 (centres undefined) do in these assays?
C1s block: -2; Cathepsin G inh: 11; Ec RNAP inh: 7; CatL block: 7; FXIa inh mix: -7; CatB block: 3; CatB mixtures: -1; AP complement: -2; CatS inh: 8

What do the screens show for `OC1(c2ccc(F)cc2)CCN(Cc2ccccc2)C1` (centres undefined)?
C1s block: 8; Cathepsin G inh: 10; Ec RNAP inh: 5; CatL block: 11; FXIa inh mix: -1; CatB block: -3; CatB mixtures: -5; AP complement: 8; CatS inh: -4

What do the screens show for `COc1ccc(N2C(=O)CCC2=O)cc1`?
C1s block: -12; Cathepsin G inh: -4; Ec RNAP inh: 5; CatL block: 11; FXIa inh mix: -1; CatB block: 2; CatB mixtures: -6; AP complement: -4; CatS inh: -1

Results for NC(=O)c1sc2nccc(Nc3ccccc3)c2c1N ?
C1s block: 10; Cathepsin G inh: 9; Ec RNAP inh: 8; CatL block: -11; FXIa inh mix: 0; CatB block: 1; CatB mixtures: 2; AP complement: 12; CatS inh: 2

How did Cc1c(N2C(=O)c3ccc4c5c(ccc(c35)C2=O)CC4)c(=O)n(-c2ccccc2)n1C do in these assays?
C1s block: -100; Cathepsin G inh: 2; Ec RNAP inh: 6; CatL block: 0; FXIa inh mix: -27; CatB block: 4; CatB mixtures: -4; AP complement: 8; CatS inh: -2

Results for Cc1cc(C(=O)NCc2ccc(S(N)(=O)=O)cc2)c(C)o1 ?
C1s block: -13; Cathepsin G inh: 0; Ec RNAP inh: 8; CatL block: 3; FXIa inh mix: 0; CatB block: -3; CatB mixtures: 2; AP complement: 5; CatS inh: 9

How did COc1ccc(-c2nc(N)n[nH]2)cc1OC do in these assays?
C1s block: 15; Cathepsin G inh: 12; Ec RNAP inh: 9; CatL block: 17; FXIa inh mix: 7; CatB block: 2; CatB mixtures: 4; AP complement: -12; CatS inh: -7

What do the screens show for `CCC(=O)N(Cc1ccco1)c1nc(-c2cc(OC)ccc2OC)cs1`?
C1s block: -74; Cathepsin G inh: -17; Ec RNAP inh: 2; CatL block: 3; FXIa inh mix: -23; CatB block: 3; CatB mixtures: -5; AP complement: 6; CatS inh: -26

How did CN1CCN(C(=O)c2cc3c(s2)-c2ccccc2S(=O)(=O)C3)CC1 do in these assays?
C1s block: 12; Cathepsin G inh: 7; Ec RNAP inh: 9; CatL block: -1; FXIa inh mix: 7; CatB block: 4; CatB mixtures: 3; AP complement: 19; CatS inh: 1

What do the screens show for `CCOC(=O)C(C)C1(O)c2ccccc2-c2ncccc21` (centres undefined)?
C1s block: 2; Cathepsin G inh: 13; Ec RNAP inh: 5; CatL block: 1; FXIa inh mix: -1; CatB block: 2; CatB mixtures: -7; AP complement: 1; CatS inh: 9

What do the screens show for `CCCc1cc(C(=O)N2CCN(C(c3ccccc3)c3ccccc3)CC2)no1`?
C1s block: 3; Cathepsin G inh: 6; Ec RNAP inh: 2; FXIa inh mix: 0; CatB block: 2; CatB mixtures: 3; AP complement: 17; CatS inh: 1

What do the screens show for `COc1ccc(NC(=O)C2=C(C)C(=O)OC23CCC(C)CC3)c(OC)c1` (centres undefined)?
C1s block: -2; Cathepsin G inh: 6; Ec RNAP inh: 11; FXIa inh mix: -3; CatB block: 2; CatB mixtures: 2; AP complement: 13; CatS inh: 17

How did COC(=O)C1=C(C)NC(=O)CC1c1ccccc1F (centres undefined) do in these assays?
C1s block: 8; Cathepsin G inh: 8; Ec RNAP inh: 14; CatL block: 17; FXIa inh mix: 0; CatB block: 2; CatB mixtures: 4; AP complement: 10; CatS inh: 13

Compound activity as filed in PubChem BioAssay.
